# AMA1 RON2 block: inhibitors of Plasmodium falciparum AMA1-RON2 interaction; AlphaScreen AMA1-biotinylated RON2 peptide binding; Potency, µM (series often up to 58.2 µM), inactives show top-dose activity change, negative = inhibition, actives largely listed as inhibitors; 0.2% of 360,000 active; AID 720542;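 also: potency is read from the fitted curve at half-maximal effect; 0% = vehicle wells and -100% = peptide control; nearly all actives have a fitted effect of over 45% in size; some results filed as inactive show a strong effect at the top dose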
#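 AMA1 (3D7) with his tag at 25 nM final met compounds first, then biotinylated RON2 peptide at 25 nM; detection used donor plus acceptor beads, 10 µg/mL apiece, read by AlphaScreen after 30 min at room temperature.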
# AmpC inh detg: AmpC beta-lactamase inhibition with detergent present; AmpC hydrolysis of nitrocefin, absorbance 480 nm, 0.01% Triton; AID 485294; 0.041% of 370,000 active; Potency, µM (titrated, usually from 114 µM), without a hit: at the highest dose activity change, negative = inhibition, actives largely listed as inhibitors;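 also: potency is read from the fitted curve at half-maximal effect; 0% = no-compound wells and -100% = no-enzyme wells; nearly all actives have a fitted effect of over 25% in size; some results filed as inactive show a strong effect at the top dose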
# Target sequence (P00811 whole entry, looked up): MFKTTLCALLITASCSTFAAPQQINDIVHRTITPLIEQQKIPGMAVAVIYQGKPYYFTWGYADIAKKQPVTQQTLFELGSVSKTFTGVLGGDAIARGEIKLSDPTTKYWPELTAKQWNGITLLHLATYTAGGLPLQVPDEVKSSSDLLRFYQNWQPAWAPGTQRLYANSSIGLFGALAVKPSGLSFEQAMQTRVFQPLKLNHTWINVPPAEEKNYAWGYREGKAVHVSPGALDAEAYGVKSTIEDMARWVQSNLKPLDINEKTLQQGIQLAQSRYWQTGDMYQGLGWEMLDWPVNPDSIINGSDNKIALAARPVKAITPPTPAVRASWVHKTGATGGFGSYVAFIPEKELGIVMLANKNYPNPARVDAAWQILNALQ
#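 AmpC (5.3 nM in the dispensed reagent) in 20 mM phosphate pH 7.0 with 0.01% (detergent screen) or 0.0001% Triton X-100 was preincubated with compounds for 15 min at room temperature. Nitrocefin was then added from an 800 uM solution, and hydrolysis was followed at 480 nm.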
# Sm TGR block: S. mansoni TGR enzyme inhibition; Q962Y6; purified TGR, DTNB reduction, TNB absorbance 405 nm; Potency, µM (top dose mostly 114 µM), without a hit: at the highest dose activity change, negative = inhibition, hits mostly inhibitors; 3% of 360,000 active; also: potency is read from the fitted curve at half-maximal effect; nearly all actives have a fitted effect of over 60% in size
#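 TGR 20 nM + NADPH 100 uM (dispensed conc.), cpd preinc 15 min RT; start with NADPH (500 uM addition) then DTNB (15 mM addition). Kinetic TNB absorbance, 405 nm filter. Four-parameter Hill fit across titration.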
# AmpC no deterg: AmpC beta-lactamase inhibition without detergent. 0.52% of 330,000 active. AID 485341. Potency, µM (top dose mostly 57.1 µM), without a hit: top-dose activity change, negative = inhibition, hits mostly inhibitors. AmpC nitrocefin hydrolysis, absorbance 480 nm, 0.0001% Triton. P00811;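 also: potency is read from the fitted curve at half-maximal effect; plate controls were no compound for no effect and no enzyme for full effect; nearly all actives have a fitted effect of over 20% in size; some results filed as inactive show a strong effect at the top dose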
#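 AmpC (5.3 nM in the dispensed reagent) in 20 mM phosphate pH 7.0 with 0.01% (detergent screen) or 0.0001% Triton X-100 was preincubated with compounds for 15 min at room temperature. Nitrocefin was then added from an 800 uM solution, and hydrolysis was followed at 480 nm.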
# HCMV inh: blocks human cytomegalovirus replication | AID 1259415 | 4.5% of 410,000 active | HFF cells, HCMV-luciferase reporter, 72 h; hits give low values | activity change, negative = inhibition, % at 57.5 µM; in the data active = activity change below about -60%; inconclusive = no clear call, values can overlap the other calls; inactive = above about -39%
#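 HFF cells seeded 16 h at 37C, treated with compounds, infected with luciferase-reporter HCMV at MOI 1 PFU/cell; luciferase read at 72 h post infection, normalized to buffer-only and Salinomycin controls.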
# LmPK inh: inhibitors of Leishmania mexicana pyruvate kinase | AID 1721 | Q27686 | 0.37% of 290,000 active | Potency, µM (series often up to 57.5 µM), for inactives: at the top dose activity change, negative = inhibition, actives largely listed as inhibitors | purified LmPK, Kinase-Glo ATP luminescence, 1 h; also: potency is read from the fitted curve at half-maximal effect
# Target sequence (Q27686 whole entry, looked up): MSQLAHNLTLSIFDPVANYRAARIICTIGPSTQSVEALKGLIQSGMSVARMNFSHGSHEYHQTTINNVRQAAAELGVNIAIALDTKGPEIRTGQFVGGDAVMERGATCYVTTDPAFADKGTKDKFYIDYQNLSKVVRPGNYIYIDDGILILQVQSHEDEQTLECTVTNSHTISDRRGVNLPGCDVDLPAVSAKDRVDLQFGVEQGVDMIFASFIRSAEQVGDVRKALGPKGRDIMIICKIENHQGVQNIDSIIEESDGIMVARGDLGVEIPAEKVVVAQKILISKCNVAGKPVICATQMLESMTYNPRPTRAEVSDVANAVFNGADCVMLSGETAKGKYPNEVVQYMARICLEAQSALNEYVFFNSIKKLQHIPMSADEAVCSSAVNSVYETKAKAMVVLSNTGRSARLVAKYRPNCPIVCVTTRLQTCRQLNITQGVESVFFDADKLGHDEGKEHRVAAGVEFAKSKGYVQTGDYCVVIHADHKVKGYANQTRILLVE
#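 In 50 mM imidazole pH 7.2 with 7 mM MgCl2, LmPK (0.1 nM) turned over PEP (0.5 mM) and ADP (0.1 mM) for 1 h at room temperature. Luciferase read-out of ATP.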
# Tb PYK inh: T. brucei pyruvate kinase inhibition; Q57TT1; TbPYK enzyme, Kinase-Glo Plus ATP luminescence, 45 min; Potency, µM (series often up to 76.8 µM), for inactives: at the top dose activity, negative = inhibition, most hits filed as inhibitors; 0.12% of 410,000 active; AID 624173; also: potency is read from the fitted curve at half-maximal effect; nearly all actives have a fitted effect of over 50% in size
#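 Assay buffer: 50 mM TEA pH 7.2, 100 mM KCl, 10 mM MgCl2, 0.05% BSA, 0.01% Tween-20. Pyruvate kinase from T. brucei plus substrate met compound, then ADP (130 uM final). Luminescence was read post 45 min RT.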
# Numbers without * were called inactive; ? = inconclusive; / = not tested or not shown; & = joins results of further samples; [ ] = another dose, or the depositor's remark. Unless noted, calls follow the shape of the dose curve; as a rule, active = well fitted curve in the direction sought with a large enough effect; inconclusive = small, poorly fitted or top-dose-only effect, or another doubt; inactive = no such curve, though single readings can be large; an effect the other way counts as inactive or inconclusive. Unless noted, % is scaled to controls: 0 for no effect and ±100 for the full control effect.
1. O=C(NCc1ccc(Cl)cc1)c1ccc2c(c1)NC(=O)C(CS(=O)(=O)Cc1ccccc1Cl)N2 (stereo not given)
2. O=S(=O)(c1cccs1)N1CCN(c2ncccn2)CC1
3. Cc1ccc(-n2c(C)cc(C(=O)CSc3nnnn3C)c2C)cc1
4. C=CCSc1cc(C)nc2c(-c3ccccc3)cnn12
5. CCn1ncc(C2=NOC(C(=O)NCc3ccccc3)C2)c1C (stereo not given)
6. COc1ccc(OC)c(C2C(C#N)=C(N)Oc3c2c(C)nn3-c2ccc(C)cc2)c1 (stereo not given)
7. CCCCc1ccc(NC(=S)N2CCN(C)CC2)cc1
8. Cc1cccc(C(=O)OC(C)CN2C(C)CCCC2C)c1 (stereo not given)
9. Cc1cc(OCC(=O)OC(C)C(=O)Nc2ccc(N3CCOCC3)cc2)ccc1Cl (stereo not given)
10. O=C(CCSc1nnc(-c2ccco2)o1)Nc1ccc(F)cc1
Screen / compound no. | 1 | 2 | 3 | 4 | 5 | 6 | 7 | 8 | 9 | 10
AMA1 RON2 block | / | -1% | -24% | 81%[activator] | -2% | -1% | 0% | -9% | -14% | -2%
AmpC inh detg | 4% | -9% | 0% | 3% | -2% | 5% | 0% | 3% | 10% | 0%
Sm TGR block | -18% | 0% | -34% | -13% | -4% | -5% | -34% | -27% | 1% | -14%
AmpC no deterg | / | -12% | ? | -12% | -2% | -21% | 10% | -10% | 79%[activator] | -12%
HCMV inh | ? | -9 | -1 | 195 | -60* | 1 | 45 | 25 | 4 | -13
LmPK inh | / | 6% | -22% | 3% | 3% | 0% | -1% | -1% | / | 0%
Tb PYK inh | -1% | 1% | -3% | -2% | -5% | -7% | -2% | -5% | -1% | -6%

11. Cc1ccn2c(=O)nc(SCC(=O)c3ccccc3)nc2c1
12. CCCSc1nnc(N2C(=O)CC(c3ccsc3)C3=C2CCCC3=O)s1 (stereo not given)
13. COc1cc(OC)cc(C(=O)c2c(C)c(C#N)c3ccccn23)c1
14. COC(=O)[C@]12CCCCC=C1N(Cc1ccco1)C(=O)[C@H](CC(=O)NCc1cccs1)C2
15. O=C(O)c1ccc(NCc2ccc3c(c2)OCO3)cc1
16. Cc1ccc(S(=O)(=O)N2CCN(C(C(=O)Nc3ccc(F)cc3)c3ccccc3)CC2)cc1 (stereo not given)
17. Nc1ccc2[nH]ncc2c1
18. O=C(N/N=C/c1cccc(C(F)(F)F)c1)C1CCN(c2ncc(C(F)(F)F)cc2Cl)CC1
19. CCOc1ccc(S(=O)(=O)Nc2nc3cc(OC)ccc3s2)cc1
20. CCCn1c(SCc2nc(N)nc(N3CCCCC3)n2)nc2c1c(=O)n(C)c(=O)n2C
Screen / compound no. | 11 | 12 | 13 | 14 | 15 | 16 | 17 | 18 | 19 | 20
AMA1 RON2 block | 0% | 16% | -1% | -9% | 2% | -3%[11.6 µM] | 18% | -2% | -3% | -6%
AmpC inh detg | ? | ? | 5% | / | ? | 2% | -1% | -14% | -9% | -4%
Sm TGR block | -11% | 2% | 12% | / | -26% | -3% | -5% | 4% | 0% | 3%
AmpC no deterg | -33% | 4.5µM* | -21% | / | -21% | -19% | -34% | -35% | -60% | -40%
HCMV inh | -28 | -9 | -20 | 5 | 114 | -34 | -61* | -14 | 43 | 48
LmPK inh | / | 2% | -5% | / | 5% | 6% | 6% | 1% | 8% | 3%
Tb PYK inh | -2% | 3% | -4% | -2% | 4% | -10% | -4% | -9% | 1% | -5%

21. O=C(Cc1ccc(Cl)cc1)OCC(=O)N1CCCCCC1
22. Cc1c(CN(C)C(=O)CSc2nc(-c3ccco3)cc(C(F)(F)F)n2)cnn1C
23. O=C(CCCO)N/N=C/c1cc(Br)ccc1O
24. COc1ccccc1OCCn1cc(C#N)c2ccccc21
25. Cc1ccc(-n2cc(CNCC3CC(=O)N(C4CC4)C3)c(-c3cccc(C)c3)n2)cc1 (stereo not given)
26. Cc1[nH]ccc(=O)c1OCC(=O)O
27. CC(NC(=O)Nc1nnc(C(F)(F)F)s1)(C(F)(F)F)C(F)(F)F
28. CN(Cc1ccccc1)C(=O)c1ccc(NC(=O)Cc2ccc(NC(=O)C3CCN(S(=O)(=O)c4cccc([N+](=O)[O-])c4)CC3)cc2)cc1
29. Cc1cc(C)cc(N(CC(=O)Nc2ccc(C(F)(F)F)cc2)S(=O)(=O)c2c(C)[nH]c(=O)[nH]c2=O)c1
30. O=C(CSc1nnc(-c2ccncc2)n1Cc1ccccc1)NCCc1ccccc1
Screen / compound no. | 21 | 22 | 23 | 24 | 25 | 26 | 27 | 28 | 29 | 30
AMA1 RON2 block | -1% | 2% | 97%[activator] | 9% | -2% | 2% | 2% | -7% | 11% | -6%
AmpC inh detg | / | ? | ? | -2% | -5% | 5% | -5% | / | -3%&2% | -6%
Sm TGR block | / | -28% | -2% | -18% | -20% | 20% | 2% | / | -3%&0% | 1%
AmpC no deterg | 1% | 36% | -19% | -27% | 219%[activator] | -9% | -33% | / | -21% | 45%
HCMV inh | -18 | 8 | -9 | ? | ? | -1 | -98* | -5 | -35&-4 | -27
LmPK inh | / | 0% | -2% | 2% | -1% | -5% | 0% | / | 10% | -1%
Tb PYK inh | 4% | 0% | -5% | -9% | 1% | -6% | -4% | -3% | -9%&9% | -5%

31. Cc1ccc(SCC(=O)Nc2ccc3oc(-c4cccc(Cl)c4)nc3c2)cc1
32. O=C(Nc1cccc2c1C(=O)NC2=O)c1ccc(N2C(=O)CCC2=O)cc1
33. C=CCc1c(C)nc(C)nc1N/N=C/c1ccc(N(C)C)cc1
34. c1ccc(C2Nc3ccccc3C3OCCCC23)cc1 (stereo not given)
35. Cc1ccc(S(=O)(=O)C2C(=O)NC3(C)CC2c2ccccc2O3)cc1 (stereo not given)
36. O=C(c1ccc(OC2CCN(CCc3ccccc3)CC2)cc1)N1CCCC(O)C1 (stereo not given)
37. OCC1(Cc2ccc(Cl)cc2)CCN(Cc2ccc(F)c(F)c2)CC1
38. CC(C)(C)OC(=O)N1CCN(C(=O)c2[nH]cnc2C(=O)Nc2ccccc2F)CC1
39. C=CCOC(=O)C1=C[C@H](C2CCCCC2)C[C@H](OCc2ccc(CO)cc2)O1
40. Cc1oc2cc3oc(=O)c(CCC(=O)NCc4ccccn4)c(C)c3cc2c1C
Screen / compound no. | 31 | 32 | 33 | 34 | 35 | 36 | 37 | 38 | 39 | 40
AMA1 RON2 block | / | 4% | 0% | ? | 14% | -15% | -5% | 49%[activator] | 3% | -1%
AmpC inh detg | 9% | -7% | -6% | ? | -1% | 11% | 1% | / | / | -7%
Sm TGR block | ? | 2% | 0% | 10% | -11% | 3% | 0% | / | / | -17%
AmpC no deterg | / | -3% | -9% | -39% | -20% | 39% | 54% | / | / | 2%
HCMV inh | 8 | 46 | -19 | 4 | -37 | -18 | 14 | 3 | -7 | 14
LmPK inh | / | 0% | -1% | 1% | -1% | 18% | -2% | / | / | 6%
Tb PYK inh | 2% | 5% | -1% | -3% | -7% | 6% | 18% | -2% | -16% | 1%

41. CC(=O)N(CCCCN1C(=O)c2ccccc2C1=O)c1ccc(C)cc1
42. CCc1cc(=O)oc2cc(C)cc(OCC(=O)C(C)(C)C)c12
43. CCN(CC)c1ccc(NC(=O)c2cnc3c(-c4ccccc4)c(C)nn3c2C)c(C)c1
44. Cc1ccc(S(=O)(=O)NNC(=O)Nc2cccc(F)c2)c(C)c1
45. CO/N=C/c1ccc(N2CCN(C(=O)c3ccc(Cl)cc3Cl)CC2)c([N+](=O)[O-])c1
46. CCNC(=O)NC(=O)C(C)OC(=O)CCCc1nc2ccccc2s1 (stereo not given)
47. CCOc1ccc(CCNC(=O)CS(=O)Cc2nc(-c3ccccc3C)oc2C)cc1OCC (stereo not given)
48. O=C(CCN1CCOCC1)N1CCCC(Nc2ccc(F)cc2)C1 (stereo not given)
49. CC(CNC(=O)[C@@H](Cc1ccccc1)NC(=O)CC[C@H]1O[C@@H](n2ccc(=O)[nH]c2=O)[C@H](O)[C@@H]1O)c1ccccc1 (stereo not given in full)
50. COc1cc(O)cc(O)c1C(=O)/C=C/c1ccccc1
Screen / compound no. | 41 | 42 | 43 | 44 | 45 | 46 | 47 | 48 | 49 | 50
AMA1 RON2 block | 2% | -1% | / | 0% | ? | 3% | -8% | -5% | -6% | -15%
AmpC inh detg | 1% | 2% | 5% | 0% | -8% | -8% | 0% | -2% | / | -6%
Sm TGR block | 2% | 1% | -3% | 2% | 6% | 0% | 35µM* | -13% | / | ?
AmpC no deterg | 52% | 17% | / | -24% | 0% | 15% | 177%[activator] | -3% | / | -45%
HCMV inh | 6 | ? | -14 | -17 | -98* | -4 | 3 | 0 | 3 | ?
LmPK inh | -5% | 3% | / | -6% | 1% | 2% | 0% | 6% | / | 7%
Tb PYK inh | 6% | 3% | -5% | -3% | 1% | 0% | -1% | -5% | -3% | 4%

51. COc1ccc(Cc2nnc(NC(=O)C(C)C)s2)cc1
52. O=S1(=O)CC(N2CCN(CCO)CC2)CN1CCc1ccccc1 (stereo not given)
53. CCCCn1c(N)c(N(CCOC)C(=O)COc2ccc(C(C)=O)cc2)c(=O)[nH]c1=O
54. CCOc1ccc(C(=S)N2CCCC2)cc1OC
55. COc1ccc(OC)c(-c2csc(NC(=O)C3CSC4(C)CCC(=O)N34)n2)c1 (stereo not given)
56. O=C1NC[C@@H](CCCCN2C[C@H](Cc3ccccc3)N(CCc3ccccc3)C(=O)C2=O)N(Cc2ccccc2)C1=O
Screen / compound no. | 51 | 52 | 53 | 54 | 55 | 56
AMA1 RON2 block | -3% | 4% | 6% | -6% | -21% | 5%
AmpC inh detg | 0% | / | -7% | 1% | ? | /
Sm TGR block | 8% | / | -5% | 0% | -13% | /
AmpC no deterg | -2% | / | -6% | -13% | 47% | /
HCMV inh | 65 | -2 | -18 | -8 | 0 | -17
LmPK inh | -2% | / | / | -3% | / | /
Tb PYK inh | -4% | 2% | 5% | -4% | -6% | -4%
